Glioma ERSR ind: qHTS for Inducers of the Endoplasmic Reticulum Stress Response (ERSR) in Human Glioma: qHTS; Potency, µM, inactives show at the top dose activation, most hits filed as activators; AID 602332, 2012; U87-MG GRP78 promoter luciferase reporter, 16 h; hit rate 0.02% among 420,000; active means well fitted activation curve with a large enough effect; further: series mostly up to about 76 µM; % of control where 0% means no effect; nearly all actives have a fitted effect of over 35% in size
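Stably transfected U87-MG human glioma cells carrying a GRP78-based luminescent sensor were seeded at 1000 cells/well, pin-dosed with compounds and incubated 16 h. Luciferase reagent was then added, and end-point luminescence was read after 10 min at room temperature.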
An asterisk follows results filed as active; & = joins results of further samples. Potency means the concentration at half of the fitted maximal effect. Only part of the results is shown; count on the stated rates, not on these rows.

SMILES | Glioma ERSR ind
CC(C)C[C@H](NC(=O)[C@H](Cc1ccccc1)NC(=O)CNC(=O)[C@H](CCC(=O)O)NC(=O)[C@H](CCCNC(=N)N)NC(=O)[C@H](C)NC(=O)[C@H](C)NC(=O)[C@@H](N)CC(=O)O)C(=O)N[C@@H](CC(=O)O)C(=O)N[C@H](C(=O)N[C@@H](CC(C)C)C(=O)N[C@H](C(=O)N[C@H](C(=O)N[C@@H](CC(C)C)C(=O)N[C@@H](Cc1cnc[nH]1)C(=O)N[C@@H](CCCNC(=N)N)C(=O)N[C@@H](C)C(=O)NCC(=O)N[C@@H](C)C(=O)N[C@@H](CCCNC(=N)N)C(=O)O)C(C)C)C(C)C)[C@@H](C)O | -5.0%
CN1CCN(c2ncnc3ccc(-c4ccccc4C#N)cc23)CC1 | -3.3%
CC(=O)N1CCC2(CCCN(c3ccc(-c4ccccc4)cc3)C2)CC1 | -0.2%
C=C1NC(=O)c2cc(CN(C)c3ccc(C(=O)N[C@@H](CCC(=O)O)C(=O)O)s3)ccc2N1 | -1.2%
CN(C)C(=O)c1ccc(-c2cc(N(C)Cc3ccco3)ncn2)cc1 | -1.7%
CC(C)(C)NC[C@H](O)COc1cccc2c1CCC(=O)N2 | -0.2%
CC(=O)Nc1ccc(/C=N/NC(N)=S)cc1 | -5.1%&-2.8%
C[C@H](CCC(=O)O)[C@H]1CC[C@@H]2[C@H]3CC[C@H]4C[C@@H](O)CC[C@@]4(C)[C@H]3CC[C@]21C | -4.9%
CC(=O)OC1CC(OC(C)=O)[C@]2(C)C(CC(=O)[C@]3(C)C2CC[C@@]2(C)C(C(=O)O)OC(=O)C4OC423)C1(C)C (stereo partly drawn) | -2.7%
COC(=O)c1ccc2c(c1)c(I)c(-c1ccc(OC)cc1)n2C | 0.8%
COc1ccccc1-c1cncnc1N(C)Cc1ccco1 | -2.6%
O=C(Nc1cccc(F)c1)N1CCC2(CC1)CCN(C(=O)c1csnn1)CC2 | -3.1%
O=C(OC1Cc2c(O)cc(O)cc2OC1c1cc(O)c(O)c(O)c1-c1c(C2Oc3cc(O)cc(O)c3CC2O)cc(O)c(O)c1O)c1cc(O)c(O)c(O)c1 (stereo not drawn) | -5.0%
CSCC[C@H](NC(=O)[C@H](CC(C)C)NC(=O)CNC(=O)[C@H](Cc1ccccc1)N(C)C(=O)[C@H](Cc1ccccc1)NC(=O)[C@H](CC(=O)O)NC(=O)[C@@H](N)CC(=O)O)C(N)=O | -5.8%
CN1C(=O)CC(CC(=O)N2CCCCC2CCO)(c2cccc(F)c2)C1=O (stereo not drawn) | -3.8%
O=C(O)CC/C=C\CC[C@@H]1[C@@H](N2CCCCC2)[C@@H](O)C[C@@H]1OCc1ccc(-c2ccccc2)cc1 | -3.6%
CC(C)C(N)C(=O)O (stereo not drawn) | -2.7%
COc1ccc(-n2c(=O)c(-c3cc(F)cc(F)c3)nc3cnc(N4CCNCC4)nc32)cc1 | -10.9%
COc1ccccc1CN1CC[C@@]2(CCCN(C(=O)c3cnccn3)C2)C1 | -4.3%
O=C(c1noc2c1CCCC2)N1CCOc2ccc(CN3CCN(c4ccccn4)CC3)cc2C1 | -2.9%
COc1ccc(-c2[nH]ncc2CN2CCOc3c(cc(-c4cccc(OC)n4)cc3OC)C2)cc1 | -2.4%
COc1ccc(S(=O)(=O)N(CCO)c2ccccc2CN(C)CC=Cc2ccc(Cl)cc2)cc1 | -4.2%
CC(=O)/C=C\C1[C@]2(C)CCCC(C)(C)C2CC[C@@]1(C)O (stereo partly drawn) | -2.2%
CC(=O)NCCNc1nc(-c2ccccc2CN(C)C)nc2ccccc12 | -4.5%
O=Cc1ccc(OC2C=CC(c3ccccc3)OC2CO)cc1 (stereo not drawn) | -2.9%
(more compounds)
SMILES | Glioma ERSR ind
COc1ccccc1N1CCN(CCn2c(=O)[nH]c3c([nH]c4ccccc43)c2=O)CC1 | -5.0%&-4.6%&-4.3%
C=C1CCC2C(CC2(C)C)C(=C)CC/C1=N/O (stereo not drawn) | -4.7%
COc1ccc2[nH]cc(CCNc3ncncc3-c3ccc(N(C)C)cc3)c2c1 | -2.1%
C=C(C)[C@H]1CC=C(CO)CC1 | -4.5%
O=C(Nc1cccc2c(=O)cc(-c3nn[nH]n3)oc12)c1ccc(OCCCCc2ccccc2)cc1 | -3.4%
Cc1c(C(=O)N2CC[C@@H]3CCCC[C@H]3C2)sc2ncnc(NCCc3ccccn3)c12 | -5.8%
C1=C(c2ccc3c(c2)CN(Cc2cccn2-c2ncccn2)CCO3)Cc2ccccc21 | 1.2%
Oc1ccc(Cn2cc[nH]c2=S)cc1 | -5.2%
CS(=O)(=O)Nc1cccc(-c2ccc3ncnc(N4CCNCC4)c3c2)c1 | -1.3%
C[C@@]12CC[C@@H]3c4ccc(O)cc4C[C@H](CCCCCCCCCS(=O)CCCC(F)(F)C(F)(F)F)[C@H]3[C@@H]1CC[C@@H]2O (stereo partly drawn) | -4.8%
CNc1ncnc2ccc(-c3ccccc3C)cc12 | -0.9%
CC[C@H](C)[C@H](NC(=O)[C@H](CCC(=O)O)NC(=O)CNC(=O)[C@@H](NC(=O)[C@@H]1CCCN1C(=O)[C@@H](NC(=O)[C@@H]1CCCN1C(=O)[C@@H]1CCCN1C(=O)[C@H](CC(N)=O)NC(=O)[C@H](CC(N)=O)NC(=O)[C@@H](NC(=O)[C@H](CCSC)NC(=O)[C@H](Cc1c[nH]c2ccccc12)NC(=O)CNC(=O)[C@@H](NC(=O)[C@H](CCC(N)=O)NC(=O)[C@@H](N)CCC(=O)O)[C@@H](C)CC)[C@@H](C)O)[C@@H](C)CC)C(C)C)C(=O)O | -3.9%
CC(C)[C@@H](OCc1ccccc1)[C@H](C)/C=N\O[C@@H](C)c1cn([C@H](CO)Cc2ccccc2)nn1 | -4.4%&-1.4%
F[Si-2](F)(F)(F)(F)F | -4.7%
COc1cccc(Nc2ncc3nc(-c4cc(F)cc(F)c4)c(=O)n(C[C@H]4CCCO4)c3n2)c1 | -5.1%
O=C(NCCN1Cc2ccccc2OC(c2ccccc2F)C1)c1ccco1 (stereo not drawn) | 3.2%
CC(=O)O[C@@H](C)C[N+](C)(C)C | -3.6%
CC(CN(C)C)CN1c2ccccc2Sc2ccc(C(F)(F)F)cc21 (stereo not drawn) | -6.2%
O=c1c(CCc2ccccc2)nc2cnc(Oc3ccccc3)nc2n1C1CC1 | 3.5%
CC(C)CO/N=C1/C[C@@H](O)[C@@H](O)[C@@H]2[C@@H]3C(=O)N(C(C)(C)C)C(=O)[C@H]3CC[C@H]12 | -4.4%
COc1ccc2ccccc2c1CN1CCc2nnc(CNC(=O)c3cccc(F)c3)n2CC1 | -6.9%
CN(C)c1ccc(-c2ccc3ncnc(NC4CC4)c3c2)cc1 | -2.9%
O=c1cnc2cnc(Nc3ccccc3)nc2n1CCc1ccccc1 | 2.2%
CC(=O)OC1C([N+]2(C)CCCCC2)C[C@H]2C3CC[C@H]4C[C@H](OC(C)=O)C([N+]5(C)CCCCC5)CC4(C)C3CCC12C (stereo partly drawn) | 0.3%
CC(=O)N1CCC2(CC1)CCN(C(c1ccccc1)c1ccccc1)CC2 | 1.6%
Going on with the list:
SMILES | Glioma ERSR ind
CC1(C)OC(C(O)(c2cccc3c2oc2ccccc23)c2cccc3c2oc2ccccc23)C(C(O)(c2cccc3c2oc2ccccc23)c2cccc3c2oc2ccccc23)O1 (stereo not drawn) | -4.3%
CC(C)(C)c1ccc(OC2C(O)COC2/C=C/C#Cc2ccccc2)cc1 (stereo not drawn) | -5.8%&-2.4%
O=C1C(Cl)=C(NCCN2CCOCC2)C(=O)c2ncccc21 | -12.1%
COc1ccccc1-c1nccc(NCc2cccc(C)c2)n1 | -3.3%
C=CCNC1=C2C[C@@H](C)C[C@H](OC)[C@H](O)[C@@H](C)/C=C(\C)[C@H](OC(N)=O)[C@@H](OC)/C=C\C=C(/C)C(=O)NC(=CC1=O)C2=O | 16.5%&13.9%
CCCCCCCCCCC(CO)CCCCCCCC (stereo not drawn) | -3.1%
Oc1ccc2ccccc2c1SSc1c(O)ccc2ccccc12 | -8.7%
NC(=O)NS(=O)(=O)c1ccc(N)cc1 | -0.4%
CCCCCCCCCCC/C=C\C(C)(C)/C=C\CCCC(=O)O | 4.1%&-3.8%
Cc1ccc(C)c(S(=O)(=O)NCc2nc(N3CCCC3)c3cc(Cl)ccc3n2)c1 | -3.9%
CN1CCN(c2ncc3nc(-c4cc(F)cc(F)c4)c(=O)n(Cc4cccs4)c3n2)CC1 | -6.3%
CC(C)C(C)/C=C/C(C)C1CCC2C3=CCC4CC(=O)CC[C@@]4(C)C3CC[C@]21C (stereo partly drawn) | -3.3%
COc1ccc(C(=O)N2CCC3(CC2)CN(c2ccncc2)C3)cc1 | 0.1%
CCC[C@H]1C[C@H](C(=O)N[C@@H]([C@H]2O[C@@H](SC)[C@@H](O)[C@@H](O)[C@@H]2O)[C@H](C)Cl)N(C)C1 | -4.3%
O[C@H](CCCN1CCN(c2ncc(F)cn2)CC1)c1ccc(F)cc1 | -3.7%
O=c1nc2ccccc2c2n1CC(CN1CCN(c3ccccc3)CC1)N2 (stereo not drawn) | -5.7%
CCOc1ccc(C(=O)c2ccc(O)c(O)c2O)cc1 | -1.0%
Cc1cc(=O)c(C(=O)NCCc2ccccn2)c2n1-c1ccccc1SC(c1cccs1)C2 (stereo not drawn) | -3.6%
C=CCc1ccccc1OC[C@H](O)CNC(C)C | -2.9%
CN(C)c1nc(-c2cccc(NS(C)(=O)=O)c2)nc2ccccc12 | 1.8%
COC1=C(OC)C(=O)C(CC=C(C)CCC=C(C)CCC=C(C)CCC=C(C)CCC=C(C)CCC=C(C)CCC=C(C)CCC=C(C)CCC=C(C)CCC=C(C)C)=C(C)C1=O | -0.5%
N[C@@]1(C(=O)O)CN[C@H](C(=O)O)C1 | -3.3%
COc1ncc2nc(CCc3ccccc3)c(=O)n(C3CC3)c2n1 | -0.4%
CCC1CN(CC(=O)NC(c2ccccn2)C(F)(F)F)Cc2cc(OC)ccc2O1 (stereo not drawn) | 0.0%
Cc1cccc2c(N3CCCC3)nc(CNS(=O)(=O)c3ccccc3Cl)nc12 | -5.0%

7 compounds out of the list, arranged by molar mass, lowest first:
SMILES | Glioma ERSR ind
CC(=O)O[C@@H](C)C[N+](C)(C)C | -3.6%
CC(=O)Nc1ccc(/C=N/NC(N)=S)cc1 | -5.1%&-2.8%
COc1ccc(C(=O)N2CCC3(CC2)CN(c2ccncc2)C3)cc1 | 0.1%
CC(C)C(C)/C=C/C(C)C1CCC2C3=CCC4CC(=O)CC[C@@]4(C)C3CC[C@]21C (stereo partly drawn) | -3.3%
CCC1CN(CC(=O)NC(c2ccccn2)C(F)(F)F)Cc2cc(OC)ccc2O1 (stereo not drawn) | 0.0%
Cc1ccc(C)c(S(=O)(=O)NCc2nc(N3CCCC3)c3cc(Cl)ccc3n2)c1 | -3.9%
Cc1cc(=O)c(C(=O)NCCc2ccccn2)c2n1-c1ccccc1SC(c1cccs1)C2 (stereo not drawn) | -3.6%

Additional compounds:
SMILES | Glioma ERSR ind
C=C1/C(=C\C=C2/CCC[C@@]3(C)[C@@H]([C@H](C)OCCC(C)(C)O)CC[C@@H]23)C[C@@H](O)C[C@@H]1O | -3.8%
Cc1noc(C)c1CC(=O)N1CCOc2c(cc(-c3nc4ccccc4s3)cc2OC2CCOC2)C1 (stereo not drawn) | -0.9%
COc1ccc(Cl)cc1N1C(=O)[C@@H]2C[C@H]1CN2Cc1nc2ccccc2nc1C | -3.7%
O=C(C(=O)N1CCOc2ccc(CN3CCN(Cc4ccccn4)CC3)cc2C1)c1ccccc1 | -4.2%
C=C1C(c2ccc(C)cc2)=CCc2cc(C)cc(C)c21 | -0.6%&2.0%
C[C@@H]1CN(Cc2ccc3c(c2)CN(Cc2cccn2-c2ccccn2)CCO3)C[C@H](C)O1 | -0.8%
N[C@@H](Cc1cnc[nH]1)C(=O)O | -0.8%&-4.8%
COc1cc2c(cc1OC)Cc1cc(OC)c(OC)cc1Cc1cc(OC)c(OC)cc1C2 | -1.4%
CC(C)(C)c1onc(OCP(=O)(O)O)c1CC(N)C(=O)O (stereo not drawn) | -4.5%&1.2%
CCNc1ncc2nc(-c3cc(F)cc(F)c3)c(=O)n(CCc3ccccc3)c2n1 | -3.8%
CC(C)=CCC/C(C)=C/CC/C(C)=C/CC/C=C(\C)CC/C=C(\C)CCC=C(C)C | -0.7%
O=C(O)[C@@H](S)[C@H](S)C(=O)O | -4.6%
COc1ccc2[nH]cc(CCNc3ncncc3-c3cccc(C#N)c3)c2c1 | -2.7%
Cc1cnc(-n2ncc(C(=O)N(C)CC3COCCO3)c2C2CC2)nc1-c1cccs1 (stereo not drawn) | 0.3%
COc1ccc(C(=O)N2CCC3(CC2)CCN(c2ncccn2)CC3)cc1 | -2.3%
COCC(=O)N1CCC2(CCCN(c3cccc(-c4ccccc4)c3)C2)CC1 | -4.4%
CN[C@H]1[C@H](O)[C@@H](O[C@@H]2[C@H](O)[C@@H](O[C@H]3OC(CN)=CC[C@H]3N)[C@@H](N)C[C@H]2N)OC[C@@]1(C)O | -2.6%
CC(C)C[C@@H](C=O)NC(=O)[C@H](CC(C)C)NC(=O)[C@H](CC(C)C)NC(=O)OCc1ccccc1 | -7.7%
CC(=O)OC1CC2CCC1(C)C2(C)C (stereo not drawn) | -5.2%&-4.8%
O=c1c(-c2ccccc2)nc2cnc(N3CCOCC3)nc2n1CCc1ccccc1 | 2.1%
Cc1ccc2c(CC(=O)N3CCOc4ccc(CN5C[C@@H](C)O[C@@H](C)C5)cc4C3)cc(=O)oc2c1 | -4.0%
O=C1NN(C(=O)Nc2ccc(Br)cc2)C(c2ccccc2)C1c1ccccc1 (stereo not drawn) | -2.2%
O=C1C2CCC(C2)[C@@H]2CCCCN12 (stereo partly drawn) | -8.2%
CC(=O)C1=C(O)C=C2Oc3c(C(C)=O)c(O)c(C)c(O)c3[C@]2(C)C1=O | -0.4%

Single entries from the results shown.
Under Glioma ERSR ind, CN1CCN(c2ncc3nc(-c4cc(F)cc(F)c4)c(=O)n(Cc4cccs4)c3n2)CC1 is entered as -6.3%
Under Glioma ERSR ind, CC(C)(C)c1onc(OCP(=O)(O)O)c1CC(N)C(=O)O (stereo not drawn) is entered as -4.5%&1.2%
